# Screening results: PubChem, National Center for Advancing Translational Sciences (NCATS)
# CCT modulator = changes cytosolic chaperonin activity; AID 651819; actives 0.3% (n = 360,000); activity change, % (concentration not given with the values), hits read low; purified chaperonin ATPase assay, HTRF ADP detection, 30 min; in the data active = activity change below about -30%; also: % is scaled to controls: 0 for no effect and ±100 for the full control effect
#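 Nucleotide hydrolysis assay: TRiC at 20–40 nM final (set by batch activity) with 10 uM ATP, 30 min at 37 °C, in presence of 76 uM compound. Detection by competitive ADP HTRF, 30 min ambient.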
# Nrf2 block = Nrf2 pathway inhibition. A549 ARE-Fluc reporter, luciferase luminescence, 18-24 h. Potency, µM (series often up to 46 µM), for inactives: at the highest dose activity change, negative = inhibition, actives largely listed as inhibitors. actives 2.1% (n = 360,000). AID 504444; also: potency is read from the fitted curve at half-maximal effect; % is scaled to controls: 0 for no effect and ±100 for the full control effect; nearly all actives have a fitted effect of over 60% in size
#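 Cells were seeded and rested 2 h, then exposed to compounds for 18-24 h. CellTiter-Fluor was read first as a viability measure. BugLite was added 15 min before the final luminescent read of ARE-luciferase activity in A549 cells.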
# Akt phos inh = blocks phosphorylation of Akt; Neuro2A IGF-stimulated pAkt S473 HTRF, 20 min; hits give low values; activity change, % for hits at 50 µM; actives 0.32% (n = 360,000); AID 651550; in the data active = activity change below about -80%; inconclusive = mostly about -51% to -80%; also: % is scaled to controls: 0 for no effect and ±100 for the full control effect
#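 Single-point screen (50 µM final compound) in Neuro2A cells stimulated 20 min with 6 nM IGF at 37 deg C. After lysis, Ser473-phosphorylated Akt read by HTRF (ex 330 nm, em 615/665 nm) as the 665/615 ratio.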
# MmCpn inh = blocks the Methanococcus maripaludis chaperonin Mm-Cpn; purified Mm-Cpn ATPase, ADP Transcreener TR-FRET; Potency, µM (titrated, usually from 76.9 µM), for inactives: at the top dose activity, negative = inhibition, usual class: inhibitors; actives 0.031% (n = 330,000); AID 504842; also: potency is read from the fitted curve at half-maximal effect; % is scaled to controls: 0 for no effect and ±100 for the full control effect; nearly all actives have a fitted effect of over 80% in size
#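 Reaction buffer contained 30 mM Tris pH 7.4, 100 mM KCl, 5 mM MgCl2 and 1 mM DTT. Mm-CPN (25 nM final) hydrolysed 10 uM ATP over 30 min at 37°C; ADP was read by HTRF.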
# HepG2 tox = kills HepG2 cells in TGF-b inhibitor counter-screen. actives 0.76% (n = 410,000). AID 588856. HepG2 CAGA-GFP viability, ATP luminescence, 18 h. Potency, µM (titrated, usually from 46.1 µM), for inactives: at the highest dose activity change, negative = cytotoxicity, actives largely listed as cytotoxic; also: potency is read from the fitted curve at half-maximal effect; some results filed as inactive show a strong effect at the top dose
#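 CellTiter-Glo luminescence gave cytotoxicity after 18 hours at 37 degrees C. The cells were HepG2 CAGA-GFP in 1% FBS DMEM, stimulated with 500 pg/mL TGF-beta after compound addition. %Activity was normalised to no-cell wells (complete cell-killing) and DMSO (no toxicity), and curves were fitted and classified.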
# TGFb inhibitor = blocks TGF-b signaling; actives 1.2% (n = 410,000); Potency, µM (doses to about 46.1 µM), for the others: at the highest dose activity, negative = inhibition, usual class: inhibitors; HepG2 CAGA-GFP TGF-b/SMAD3 reporter, GFP fluorescence, 18 h; TGF-beta stimulated, 500 pg/mL final; also: potency is read from the fitted curve at half-maximal effect; % is scaled to controls: 0 for no effect and ±100 for the full control effect; nearly all actives have a fitted effect of over 65% in size
#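 HEPG2 CAGA-GFP cells (1000/well, DMEM with 1% FBS) were pre-incubated 2 h at 37 degrees C, given compound by pin tool, then stimulated with TGF-beta at 500 pg/mL final for 18 h before per-cell GFP fluorescence imaging.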
# Nrf2 activator = activates Nrf2 signaling; AREc32 ARE-luciferase reporter (MCF7-derived line), luminescence, 24 h; Potency, µM (top dose mostly 46.1 µM), without a hit: top-dose activation, usual class: activators; actives 0.31% (n = 410,000); AID 624171; also: potency is read from the fitted curve at half-maximal effect; % of control where 0% means no effect; nearly all actives have a fitted effect of over 65% in size
#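 AREc32_Fluc, 1000 cells/well, OPTI-MEM + 5% FBS, o/n 37 deg C 5% CO2; 23 nL cpd by pin tool, 24 hr; Steady-Glo 30 min RT, luminescence.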
# A549 viability = kills or reduces viability of A549 cells in Nrf2 counter-screen | A549 ARE-Fluc cells, CellTiter-Fluor viability, 18-24 h | Potency, µM (top dose mostly 46 µM), for the others: at the highest dose activity change, negative = cytotoxicity, most hits filed as inhibitors | actives 0.16% (n = 390,000); also: potency is read from the fitted curve at half-maximal effect; % is scaled to controls: 0 for no effect and ±100 for the full control effect
#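 A549 ARE-Fluc cells in 5% FBS OPTI-MEM, 5000 cells/well, rested 2 h then exposed to compounds in concentration-response for 18-24 h at 37 °C. Viability by CellTiter-Fluor fluorescence (Ex 405/Em 525) after 30 min; luciferase luminescence (BugLite, 15 min, RT) read afterwards.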
# Abeta rescue = A-beta toxicity reversal in yeast; yeast expressing A-beta42, growth rescue, OD600, 48 h; response scale: 0% DMSO, 100% iron-clioquinol control; Potency, µM (series often up to 46.1 µM), for inactives: at the highest dose growth rescue, usual class: activators; actives 0.063% (n = 410,000); also: potency is read from the fitted curve at half-maximal effect; nearly all actives have a fitted effect of over 55% in size
#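 Growth rescue measured by 600 nm absorbance after 48 h yeast culture at 30 C with compound. Values normalized between DMSO and an equimolar ferric chloride plus clioquinol control.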
# * marks the source's active call; other numbers are inactive results; i = inactive; u = inconclusive; x = not tested or not shown; [ ] = dose if it differs, or a comment. Unless noted, calls follow the shape of the dose curve; as a rule, active = well fitted curve in the direction sought with a large enough effect; inconclusive = small, poorly fitted or top-dose-only effect, or another doubt; inactive = no such curve, though single readings can be large; an effect the other way counts as inactive or inconclusive. The order is random; about 4.3% have a hit in one of these screens.
SMILES	CCT modulator	Nrf2 block	Akt phos inh	MmCpn inh	HepG2 tox	TGFb inhibitor	Nrf2 activator	A549 viability	Abeta rescue
O=C(NC1CCCCC1)c1ccccc1C(F)(F)F	0.7	6%	i	0%	-15%	6%	-0.4%	3%	5%
C[C@H]1CN([C@@H](C)CO)C(=O)Cc2cc(NS(=O)(=O)c3cccs3)ccc2O[C@H]1CN(C)S(=O)(=O)c1cn(C)cn1	-2.1	u	i	0%	-19%	12%	0.0%	-2%	-6%
Cc1cccc(NCc2nnc(-c3ccccc3)o2)c1C	2.3	-15%	i	1%	-7%	-4%	3.3%	u	10%
CCOC(=O)c1sc(NC(=O)c2ccc3ncsc3c2)nc1C	1.0	u	i	u	11%	3%	-5.0%	0%	u
COCCNC(=O)C(c1ccc(Cl)cc1)N(CCOC)C(=O)CCC(=O)Nc1ccccn1 (stereo unspecified)	-2.2	6%	i	0%	0%	-2%	0.2%	-2%	2%
Cc1nn(-c2ccccc2)c(C)c1C(=O)OC(C)C(=O)NC1CCCCC1 (stereo unspecified)	0.2	18µM*	i	-1%	0%	7%	0.6%	-21%	-3%
CCC1CCCCN1CCCNC(=O)Cn1c2ccccc2c2nc(=O)cc(C)n21 (stereo unspecified)	1.9	6%	i	-1%	-20%	-3%	0.3%	0%	x
CCc1nn(CC(=O)NCCCN2CCc3ccccc3C2)c(=O)c2cc3sccc3n12	1.1	5%	i	2%	-12%	-29%	-0.6%	-1%	-6%
NC(=S)c1cc2cc(Cl)ccc2oc1=O	1.2	6%	i	-2%	-24%	0%	8.7%	-5%	-3%
CCOC(=O)c1c(NC(=O)c2cc3ccccc3c(=O)o2)sc2c1CCC(C)C2 (stereo unspecified)	x	u	x	x	2%	-1%	-1.1%	1%	-16%
O=C(Nc1cccc(Cl)c1)c1nc[nH]c1C(=O)N1CCN(c2ccccc2)CC1	-2.7	-4%	i	0%	6%	-1%	0.5%	-9%	7%
O=C(CC(c1ccccc1)c1ccccc1)OCn1nnc2ccccc2c1=O	-1.8	u	i	0%	-1%	-19%	-0.6%	-4%	29%

# Three compounds out of the list above, sorted by their value in TGFb inhibitor, highest first.
Molecule	TGFb inhibitor
O=C(NC1CCCCC1)c1ccccc1C(F)(F)F	6%
NC(=S)c1cc2cc(Cl)ccc2oc1=O	0%
O=C(CC(c1ccccc1)c1ccccc1)OCn1nnc2ccccc2c1=O	-19%

# (listing goes on)
SMILES	CCT modulator	Nrf2 block	Akt phos inh	MmCpn inh	HepG2 tox	TGFb inhibitor	Nrf2 activator	A549 viability	Abeta rescue
CN(C)S(=O)(=O)c1ccc(Cl)c(NC(=O)COC(=O)CC(NC(N)=O)c2ccc(Cl)cc2)c1 (stereo unspecified)	-1.6	u	i	0%	-1%	3%	0.2%	-1%	13%
CCOc1ccc(C2c3[nH]c4ccccc4c3CCN2C(=O)CCc2ccccc2)cc1 (stereo unspecified)	x	x	x	x	-7%	2%	0.1%	5%	-6%
Cc1cccc(CCNC(=O)Cc2ccc(NC3=NC4CS(=O)(=O)CC4S3)cc2)c1 (stereo unspecified)	0.3	19%	i	1%	8%	18%	-0.6%	1%	-23%
COC(=O)CNC(=O)c1cccc(F)c1	-1.1	x	i	1%	-2%	u	0.2%	12%	8%
CC1Cc2nc(SCC(=O)Nc3ccccc3F)n(C)c(=O)c2S1 (stereo unspecified)	-0.9	-23%	i	-1%	-13%	0%	2.9%	0%	-1%
O=C(N/N=C/c1cnc(N2CCCCC2)s1)c1ccc(Cl)cc1	2.2	-6%	i	2%	-25%	-3%	-0.2%	-6%	-4%
COCC(=O)Oc1c(S(=O)(=O)c2ccc(C)cc2)c(C)nn1-c1ccccc1	-4.4	-25%	i	-1%	-16%	-6%	2.0%	0%	11%
O=C(COC(=O)C1=COCCO1)Nc1ccc(OC(F)F)cc1	0.4	6%	i	0%	-80%	2%	0.2%	0%	-11%
Cc1ccsc1/C=C(/C#N)C(=O)NCc1ccccc1	-3.4	-5%	i	2%	-1%	-2%	-0.2%	-1%	1%
Cc1cc(C)c(C)c(S(=O)(=O)N2CCN(C(=O)CCC(=O)N3CCOCC3)CC2)c1C	-3.0	-13%	i	0%	-15%	-3%	-0.6%	-7%	-1%
Cn1c(=O)[nH]c(=O)c2c1nc(N1CCNCC1)n2Cc1ccccc1Cl	-0.2	10%	i	-2%	2%	-2%	-0.7%	-9%	-5%
COc1ccc(-c2cn3c(n2)sc2cc(C(=O)Nc4c(C)cccc4C)ccc23)cc1	x	-1%	x	x	-25%	u	3.2%	-13%	6%

# Compound profiles, as listed above. Values in the order: CCT modulator	Nrf2 block	Akt phos inh	MmCpn inh	HepG2 tox	TGFb inhibitor	Nrf2 activator	A549 viability	Abeta rescue
# Cc1cccc(CCNC(=O)Cc2ccc(NC3=NC4CS(=O)(=O)CC4S3)cc2)c1 (stereo unspecified) is listed as 0.3	19%	i	1%	8%	18%	-0.6%	1%	-23%
# CC1Cc2nc(SCC(=O)Nc3ccccc3F)n(C)c(=O)c2S1 (stereo unspecified) is listed as -0.9	-23%	i	-1%	-13%	0%	2.9%	0%	-1%

# Next entries follow.
SMILES	CCT modulator	Nrf2 block	Akt phos inh	MmCpn inh	HepG2 tox	TGFb inhibitor	Nrf2 activator	A549 viability	Abeta rescue
COc1cccc(CN2C(=NC(=O)C3CCCO3)SC3CS(=O)(=O)CC32)c1 (stereo unspecified)	0.2	x	i	x	0%	-10%	0.0%	x	0%
COc1ccc(Cl)cc1NC(=O)c1ccc2c(c1)CCCN2S(C)(=O)=O	x	-10%	x	x	-18%	46%[activator]	0.4%	-8%	-8%
COc1ccc(OC)c(CNC(=O)CSc2c3c(nc4cc(Cl)ccc24)CCCC3)c1	x	-16%	x	x	-33%	u	u	-16%	9%
Cc1ccc(S(=O)(=O)Nc2ccc(Cl)cc2C(=O)c2ccc(F)cc2)cc1	2.0	u	i	2%	-4%	-16%	-0.1%	-5%	5%
COc1ccc(Cl)cc1NC(=O)CN(C)Cc1ccc(OC)c(OC)c1	1.4	-12%	i	3%	4%	17%	3.3%	-7%	-11%
CC(c1ccccc1)C(OC(=O)c1cccc([N+](=O)[O-])c1C(=O)O)c1ccccc1 (stereo unspecified)	-1.6	-5%	i	x	4%	-2%	-0.4%	0%	-11%
Cc1ccc(C(=O)Nc2cc(-c3nc4cc(Cl)ccc4o3)ccc2C)c(C)c1	x	8%	x	x	-1%	0%	-1.5%	5%	-19%
CCN(CC)C(=O)CN1C(=O)C(=O)c2ccccc21	-0.4	-6%	i	-3%	-7%	-3%	-0.7%	1%	10%
CCCCN(CC)CCNC(=O)c1cc2c(=O)n(C)c3ccccc3c2n1C	-6.5	-10%	i	0%	-27%	-2%	9.0%	u	8%
CCCOc1c(Br)cc(C(=O)NCC)cc1OC	-1.7	x	i	0%	-33%	-24%	-0.2%	1%	18%
O=C(Nc1cccc(-c2csc(Nc3ccccc3)n2)c1)c1ccccc1	-1.0	u	i	-5%	-32%	u	0.4%	u	-19%
COc1ccc(CNC(=O)CN(CC2CCCO2)C(=O)CNS(=O)(=O)c2ccc(C)cc2)cc1 (stereo unspecified)	2.3	x	i	-1%	0%	3%	-0.4%	8%	-7%
COc1ccc(C(=O)NCC(=O)OCC(=O)Nc2sccc2C#N)cc1OC	-0.7	23%	i	0%	-7%	4%	2.9%	-7%	-9%
CCOC(=O)COc1ccc(/C=C(\C#N)c2nc3ccc(C)cc3[nH]2)cc1OC	x	-19%	x	x	-61%	u	-2.8%	u	-12%
Cc1ccccc1NC(=S)Nc1ccc2[nH]c(=O)[nH]c2c1	-1.0	4%	i	-1%	-1%	3%	0.2%	0%	-3%
C[C@H](c1ccccc1)N1C[C@@H](COCc2ccccc2)Oc2cc(N3CC[C@@H](N(C)C)C3)ccc2S1(=O)=O	2.1	x	i	x	x	x	11%	x	-7%
COc1ccc(/C=N/NC2=NS(=O)(=O)c3ccccc32)cc1	1.0	2%	i	1%	-13%	-18%	0.0%	0%	-3%
COc1ccc(S(=O)(=O)N2CCCC(C(=O)N3CCOCC3)C2)cc1C (stereo unspecified)	-1.9	x	i	0%	-6%	-11%	0.0%	5%	-8%
O=[N+]([O-])c1ccc(N2CCN(CCO)CC2)cc1NCc1ccco1	-0.8	16%	i	-2%	4%	3%	2.7%	u	13%
CCCN(C(=O)c1cn(C)c(=O)c2cc(OC)c(OC)cc12)c1ccc(CC)cc1	x	x	x	x	-15%	4%	9.4%	9%	-8%
O=C(O)CSc1nnc(C2CC2)n1-c1ccccc1	0.6	7%	i	1%	-1%	u	-0.2%	-5%	-2%
COc1ccc(C(=O)C2CCN(C(=O)c3ccc(OC)cc3)CC2)cc1	-0.9	23µM*	i	1%	-22%	-25%	0.4%	-11%	-4%
C=CCO/N=C/C1C(=O)CC(C)(C)CC1=O	2.9	13%	i	0%	27%	0%	-0.6%	7%	-14%
Cn1c(=O)cc(SCC(=O)N2CCOCC2)c2ccc(Cl)cc21	-0.8	u	i	-2%	8%	11%	8.2%	1%	-4%
CCCCn1c(C(C)NC(=O)c2cccs2)nc2ccccc21 (stereo unspecified)	1.6	-6%	-103%*	-2%	-19%	u	0.1%	-3%	17%
CCN(Cc1cnn(C)c1)C(=O)CC1C(=O)NCCN1Cc1cccc(OC)c1OC (stereo unspecified)	1.3	4%	i	0%	-16%	5%	-0.5%	6%	10%
